Peg3 prom inh – reduces Peg3 promoter-driven luciferase expression in HeLa; actives 1.7% (n = 360,000); HeLa PEG-Prom luciferase reporter, luminescence, overnight; inhibition, % at 20 µM;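 active = inhibition of at least 50% at 20 µM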
HTR2A ag – agonists of mouse serotonin 5-HT2A receptor (HTR2A) | CHO-K1 mHTR2A beta-arrestin complementation, luminescence; percent of 30 µM serotonin response | activation, % at 7.6 µM | actives 0.66% (n = 360,000);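 active = activation above a run cutoff, the mean activation of all tested compounds plus 3 SD, cut at about 14% in these data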;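 also: 0% = plate median of compound wells and 100% = 30 µM serotonin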
Target sequence (P35363 whole entry, looked up): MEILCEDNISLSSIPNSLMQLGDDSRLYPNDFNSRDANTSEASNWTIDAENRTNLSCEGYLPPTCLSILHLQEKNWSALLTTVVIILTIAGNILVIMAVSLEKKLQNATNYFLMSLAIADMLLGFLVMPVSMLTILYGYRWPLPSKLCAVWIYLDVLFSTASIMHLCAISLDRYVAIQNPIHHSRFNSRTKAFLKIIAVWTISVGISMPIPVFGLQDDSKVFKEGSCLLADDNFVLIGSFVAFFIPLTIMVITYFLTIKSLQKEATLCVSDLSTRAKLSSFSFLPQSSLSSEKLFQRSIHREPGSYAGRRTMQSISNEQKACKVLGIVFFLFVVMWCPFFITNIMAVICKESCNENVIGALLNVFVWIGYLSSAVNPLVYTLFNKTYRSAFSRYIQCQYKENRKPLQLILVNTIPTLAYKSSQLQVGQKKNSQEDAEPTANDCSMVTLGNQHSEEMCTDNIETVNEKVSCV
Shn3 3UTR inh – inhibitors of Schnurri-3 3'UTR reporter in osteoblasts; Clone20 osteoblast Shn3 3'UTR firefly luciferase, 24 h; inhibition, % at 12.5 µM; actives 0.52% (n = 360,000);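 active = mean inhibition of at least 75% with every replicate also reaching 75%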;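 also: 0% = median of neutral control wells and 100% = pilot-screen positive control compound; some compounds past the cut are filed as inactive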
NR2E3 ag-1 – activates human NR2E3 receptor; CHO-S Gal4-NCOR/VP16-NR2E3 two-hybrid, luciferase; inhibition of corepressor binding, % at 3.98 µM; actives 0.35% (n = 360,000); AID 602229;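 active = inhibition above the mean of all tested compounds plus 3 SD, cut at about 70% in these data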;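 also: 0% = DMSO with NR2E3 transfected cells and 100% = cells lacking NR2E3 construct; higher means lower luciferase signal from less NR2E3 corepressor binding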
Target sequence (Q9Y5X4 whole entry, looked up, the tested form may be a part): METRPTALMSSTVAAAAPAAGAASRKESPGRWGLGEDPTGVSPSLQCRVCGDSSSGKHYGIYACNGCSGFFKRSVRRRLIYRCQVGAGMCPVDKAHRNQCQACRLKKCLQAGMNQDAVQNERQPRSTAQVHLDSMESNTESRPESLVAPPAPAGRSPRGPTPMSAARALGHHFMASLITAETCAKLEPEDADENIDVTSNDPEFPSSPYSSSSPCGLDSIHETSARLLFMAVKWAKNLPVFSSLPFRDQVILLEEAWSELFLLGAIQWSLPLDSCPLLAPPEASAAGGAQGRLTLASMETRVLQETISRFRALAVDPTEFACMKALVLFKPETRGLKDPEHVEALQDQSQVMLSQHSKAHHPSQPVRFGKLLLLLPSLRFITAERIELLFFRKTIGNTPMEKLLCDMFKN
PDI turbidity – PDI (human) enzyme inhibition; P07237; PDI insulin aggregation turbidity, A650, 90 min; inhibition, % at 10 µM; actives 0.052% (n = 350,000);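 active = mean inhibition across replicates of 30% or more, whatever share of single replicates reach that level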;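 also: absorbance from insulin aggregation driven by PDI reduction with DTT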
HIF-2a block – inhibitors of HIF-2a | actives 0.72% (n = 360,000) | 786-0 RCC cells HIF-2a reporter, luciferase luminescence, overnight | AID 624352 | inhibition, % at 18.8 µM;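 active = inhibition of the luminescence signal of 40% or more relative to plate controls, in a single-dose primary screen at 18.75 µM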
Cardio protect – protects H9c2 cardiomyocytes from peroxide injury. AID 588492. H2O2 injury protection, ATPLite, 2 h. protection from H2O2 cell death, % at 20 µM. actives 0.63% (n = 360,000);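 active = compounds giving at least 50% protection of heart cells from peroxide-induced death in the single-dose screen, raw or plate-pattern-corrected value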;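 also: 0% = DMSO wells with peroxide and 100% = DMSO wells without peroxide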
NR2E3 ag-2 – NR2E3 (human) agonism; Q9Y5X4; GST-NR2E3/biotin-RetCOR TR-FRET, 1536-well; inhibition of corepressor binding, % at 4.78 µM; actives 0.12% (n = 320,000); AID 2300;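 active = percent inhibition above the cutoff of mean plus 3 SD of all tested compounds, set per screening campaign, cut at about 20% in these data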;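 also: 0% = DMSO wells and 100% = biotin wells as full block of FRET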
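Material – GST-tagged NR2E3 plus biotinylated RetCOR corepressor · Quantity – NR2E3 fusion 1.35 nM · Times – 5 h incubation at 4 °C · Medium – pH 7.5 Tris-based buffer · Technique – TR-FRET, Eu(K)-anti-GST donor, streptavidin-D2 acceptor, ex 340, em 617/671 nm · Benchmarks – high control biotin, low control 0.6% DMSO · Format – 1536-well plates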
MITF TRPM1 inh – MITF TRPM1 promoter inhibition in SK-MEL-5 cells; SK-MEL-5 TRPM1 promoter luciferase, 24 h; inhibition, % at 12.5 µM; actives 0.83% (n = 330,000); AID 488899;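 active = mean inhibition across replicates of 60% or more, whatever share of single replicates reaches that level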; also: values of inactives mirror those of a sister screen read the other way
hiPSC survival – hiPSC single-cell survival enhancement; survival enhancement, % at 20 µM; actives 0.044% (n = 360,000); ATPlite luminescence; 100% = ROCK inhibitor wells, 0% = DMSO; in the data active = survival enhancement above about 18%;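 also: cells exposed to compounds for 16 hours before the ATP read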
CaV13 FRET inh – Disruptors of the CACNA1D IQ motif to Ca2+-dependent inactivation inhibitor domain association, primary screening, Förster resonance energy transfer in intact living … | AID 743397 | inhibition, % at 12.3 µM | actives 0.098% (n = 340,000) | HEK cells, CFP/YFP FRET ICDI-IQ, plate reader, 10 min; percent FRET-ratio fall versus neutral wells;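 active = mean replicate inhibition of at least 30% and at least 1% of replicates passing that level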;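 also: 0% = median of the neutral control wells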
Active calls of the source: *; nt = no result given.

SMILES	Peg3 prom inh	HTR2A ag	Shn3 3UTR inh	NR2E3 ag-1	PDI turbidity	HIF-2a block	Cardio protect	NR2E3 ag-2	MITF TRPM1 inh	hiPSC survival	CaV13 FRET inh
CCOc1ccc2oc(C(=O)OCC(=O)N(CC(C)C)c3c(N)n(Cc4ccccc4)c(=O)[nH]c3=O)c(C)c2c1	7	-9	-6	-20	-1	4	0	nt	-14	-0.4	-3
CCOC(=O)C(Cc1cc(C(C)=O)ccc1OCC)C(=O)OCC	0	-3	-39	1	24	6	5	4	-4	4.9	nt
COc1ccc(NC(=O)C2CCCN(S(=O)(=O)c3cccnc3)C2)c(OC)c1 (stereo unspecified)	10	-1	11	-20	nt	7	0	0	6	-1.7	-2
CCC(c1nnnn1C(C)(C)CC)N(CCCN1CCOCC1)Cc1cc2cccc(C)c2[nH]c1=O (stereo unspecified)	13	7	25	6	3	-21	12	1	3	0.3	-8
O=C(O)c1cc(-c2ccco2)[nH]n1	8	-1	1	2	-3	18	1	0	8	-1.7	-5
Cc1ccc(C(=O)N/C(=C\c2ccco2)C(=O)NCC2CCCO2)cc1C (stereo unspecified)	-6	-3	-1	-10	0	24	4	-2	7	-2.3	nt
CC(C)NC(=O)COc1ccc2c(c1)C(=O)CC(C)(C)O2	-2	4	17	-10	-5	-17	-4	-1	-2	-0.1	-4
CCOC(=O)C1(Cc2ccccc2Cl)CCN(C(=O)CN2CCOC2=O)CC1	-200	-4	-78	-95	-8	-266	1	0	-43	2.3	0
CC1CN(S(=O)(=O)c2ccc(C(=O)N(C)C3CCCCC3)cc2)CC(C)O1 (stereo unspecified)	-3	3	16	6	4	4	-4	nt	-1	0.4	-6
CS(=O)(=O)N(CC(=O)N1CCN(c2ccccc2)CC1)Cc1ccc(Cl)cc1	12	-5	20	20	9	20	-7	-3	13	-2.0	-8
CCOC(=O)c1sc(NC(=O)CSc2nnc(Cc3ccccc3)o2)c(C#N)c1C	14	1	1	-14	-12	13	-13	2	5	2.1	nt
CCC(=Cc1ccccc1O)c1ccncc1	9	-2	24	22	-8	3	-5	nt	0	1.5	-10
CCc1nnc(NC(=O)CN2C(=O)N(C)C3(CCCCC3)C2=O)s1	3	-3	-11	-15	-6	17	15	2	8	-0.9	-18
Nc1nnc(SCCCC(=O)c2ccc(F)cc2)s1	-65	-4	-18	-11	-6	-80	-7	-1	-16	-1.9	-5
Cc1cc(C)cc(N=C2NC(=O)CS2)c1	21	-1	5	-12	-5	18	10	5	3	-0.3	-21
O=C(O)CCCC(=O)Nc1ccc(Oc2cccc(C(F)(F)F)c2)nc1	11	0	-10	-21	6	12	3	0	nt	0.3	-17
CCNc1nc(C)cc(COC)c1C#N	14	0	-1	-1	-2	8	-3	1	4	-1.2	-5
O=C(COc1ccc(F)cc1)N(Cc1ccco1)C1CCS(=O)(=O)C1 (stereo unspecified)	5	-4	-1	0	1	6	-1	0	13	-0.6	-13
O=C(CC1C(=O)NCCN1Cc1c(F)cccc1Cl)NC1CCCCCC1 (stereo unspecified)	16	-5	13	-8	-4	10	2	-2	-20	-0.4	-2
O=C(CCNC(=O)c1ccc([N+](=O)[O-])cc1)NCCC1=CCCCC1	10	-4	0	9	6	23	-1	0	9	0.2	-3
CC1(C)OC(=O)N(CC(=O)Nc2ccccc2)C1(C)O (stereo unspecified)	11	2	-11	11	2	16	2	1	8	0.4	-5
COc1cc(-c2nc(C)c(C(C)=O)n2O)ccc1OCC(=O)Nc1ccc(Cl)cc1	5	-4	-16	-5	1	13	-2	-3	0	-0.8	-1
CCC1(C)Cc2c(sc3c2c(=O)n(C)c2nnc(SCc4ccc5c(c4)OCO5)n32)CO1 (stereo unspecified)	5	0	5	-25	-2	-5	3	-7	-10	-0.5	-6
CN1CCN(CC(=O)Nc2cccc(S(=O)(=O)N(C)c3ccccc3)c2)CC1	1	-7	-44	-27	-20	5	6	3	-7	-0.5	-5
Nc1c(-c2ccc(F)cc2)cnn1C1CCS(=O)(=O)C1 (stereo unspecified)	-7	-4	-12	4	0	2	5	-1	-4	3.5	-4
CC(NC(=O)Cn1cc(C(F)(F)F)cc(Cl)c1=O)c1ccccc1 (stereo unspecified)	10	5	7	-2	-6	10	-3	2	-1	-0.5	-3
CCC(=O)N1CCN(c2ccccc2NC(=S)NC(=O)c2cccc([N+](=O)[O-])c2)CC1	-1	-4	0	-6	0	5	10	2	12	-2.3	-4
O=C(COC(=O)[C@@H]1CCCN1C(=O)c1cccs1)Nc1cccc(Cl)c1	-8	-1	-22	-7	-5	2	3	nt	-6	-0.1	-6
CCOc1ccc(C(=O)NCC(=O)N2CCC3CCCCC3C2)cc1OCC (stereo unspecified)	-59	4	2	-6	6	-36	-1	-1	9	-0.5	-2
Cc1c(CCO)sc[n+]1CC(=O)OCCC12CC3CC(CC(C3)C1)C2	2	0	-31	8	-2	15	8	0	-7	4.2	-5
Cc1ccc2cc(CN(Cc3ccco3)C(=O)C3CCCCC3)c(=O)[nH]c2c1C	6	-4	-12	5	0	9	-2	1	-5	-2.6	nt
CCc1ccc(O)c(CNCCNCc2cc(CC)ccc2O)c1	91*	-15	86*	4	1	28	19	3	49	-4.2	-3
COC(=O)Oc1ccc(/C=N/NC(=O)CN(c2ccccc2Cl)S(C)(=O)=O)cc1OC	11	14	1	-10	9	28	0	2	11	-1.5	0
Cn1c2ccsc2c2ncn(Cc3ccc(F)cc3)c(=O)c21	10	0	-20	3	5	-16	10	nt	-13	-1.6	-10
Cc1ccc2nc(-c3ccc(SCC(=O)Nc4nc(C)cs4)nc3)[nH]c2c1	-226	0	-23	-61	-5	-175	-5	-4	7	-1.1	-6
O=c1c(-c2nnc(SCc3ccc(Cl)c(Cl)c3)o2)cccn1Cc1ccccc1	0	3	24	21	3	-6	-9	-2	-10	-1.6	-7
COC(=O)C1CCN(C2CN(C3CCCCC3)S(=O)(=O)C2)CC1 (stereo unspecified)	-8	5	-2	16	nt	-1	2	nt	nt	0.7	-10
CCN1C(=O)CC(N2CCC(Nc3ccc(F)cc3)CC2)C1=O (stereo unspecified)	7	7	3	-20	-14	15	11	3	9	2.4	0
CCOC(=O)Cc1cc(=O)n2[nH]c(-c3ccccc3)c(-c3ccccc3)c2n1	16	2	28	-13	1	14	15	1	6	-0.9	-6
OC(CN1CCN(c2cccc(C(F)(F)F)c2)CC1)c1c[nH]c2ccccc12 (stereo unspecified)	12	-9	11	-7	4	34	-3	0	9	-1.4	nt
COc1ccccc1-n1c(CNc2c(C)cccc2C)nnc1SCC(=O)N1CCOCC1	14	-3	4	-23	-1	8	-3	2	7	-3.7	-4
COc1ccccc1-c1cc(C(F)(F)F)nc(N2CCCC2)n1	18	2	5	-7	-8	0	-13	3	0	0.7	-5
COc1ccc(-n2nnnc2SCC(=O)Nc2ccc(OC)cc2OC)cc1	31	8	4	6	0	16	4	0	9	-0.3	16
Cc1ccc(S(=O)(=O)N2CCOCC2)cc1C(=O)OCC(=O)Nc1ccc(Cl)cn1	19	-2	5	15	-4	-62	-6	nt	nt	-1.5	-6
O=C(C1=C(O)C(=O)N(CCN2CCOCC2)C1c1cccc(O)c1)c1cc2ccccc2o1 (stereo unspecified)	5	-3	-7	-30	1	11	-1	nt	8	-0.1	nt
COc1cc(C2c3cc4c(cc3OC(Nc3ccc(C(=O)O)cc3)C2C)OCO4)cc(OC)c1OC (stereo unspecified)	-20	2	15	29	-4	23	-1	nt	60	0.0	-7
CCCOc1ccccc1/C=C1\SC(N2CCCCC2)=NC1=O	-50	-10	-24	-13	-2	-149	-6	3	2	-0.2	20
Cc1nc2c(OCc3ccc(C#N)cc3)cccn2c1N(C)Cc1cccs1	27	-6	10	-1	0	-14	12	nt	nt	-0.9	-5
CC1Oc2ccccc2N(CC(=O)NC2CCCCC2)C1=O (stereo unspecified)	2	-10	3	2	10	-3	2	3	4	-0.1	-7
CN1C[C@@H]2[C@@H]3C(=O)N(C)C(=O)[C@@H]3[C@](C)(C1=O)N2C(=O)c1ccccc1	-2	3	-13	-12	3	5	3	nt	4	3.1	nt
Cc1cc(C)[n+](-c2ccc(C(C)C)cc2)c2[nH]c(=O)[nH]c(=O)c12	-6	6	11	-10	-3	13	4	-2	-1	-0.3	-9
O=c1c2ccccc2nc(/C=C/c2cccc([N+](=O)[O-])c2)n1CCCO	15	0	4	-1	-46	9	26	1	8	-1.4	nt
CCCCn1c(N)c(N(CCC(C)C)C(=O)c2ccc(COc3ccccc3)o2)c(=O)[nH]c1=O	-7	-2	-4	-14	8	7	1	6	7	-0.2	-15
O=C(/C=C/c1ccc(F)cc1)N1CCN(Cc2ccccc2)CC1	-204	3	-8	9	1	-95	1	0	nt	-0.5	-5
Cc1ccc(S(=O)(=O)NCCCCCC(=O)NCCc2ccccc2)cc1	6	-7	-5	15	5	-10	-1	3	-6	-0.4	-1
O=C(CCCc1ccccc1)NCCCc1ccccc1	3	0	3	-24	0	-2	1	0	9	-0.8	-19
Cc1ccccc1/C(N)=N/OC(=O)c1ccc(F)cc1	-166	-2	-100	-10	0	-140	-28	0	-30	-0.1	-5
C/C(=N\NC(=S)NCc1ccccc1)c1ccccc1F	-64	-7	0	33	0	-154	-16	1	1	-1.8	-4
CCC(=O)c1ccc(OCC(=O)Nc2cccc(S(=O)(=O)N(C)c3ccccc3)c2)cc1	4	9	59	-6	1	-16	-17	-1	2	-0.1	-3
O=C1c2ccccc2[C@@H]2C[C@@H](O)[C@H](Nc3cccc(Cl)n3)CCN12	10	1	-16	0	-8	15	48	nt	-1	-0.2	-8

Arranged by the number under CaV13 FRET inh (smallest number first): 3 of the compounds above
compound,CaV13 FRET inh
CCCCn1c(N)c(N(CCC(C)C)C(=O)c2ccc(COc3ccccc3)o2)c(=O)[nH]c1=O,-15
O=C(/C=C/c1ccc(F)cc1)N1CCN(Cc2ccccc2)CC1,-5
C/C(=N\NC(=S)NCc1ccccc1)c1ccccc1F,-4

Remaining list, next part
SMILES	Peg3 prom inh	HTR2A ag	Shn3 3UTR inh	NR2E3 ag-1	PDI turbidity	HIF-2a block	Cardio protect	NR2E3 ag-2	MITF TRPM1 inh	hiPSC survival	CaV13 FRET inh
O=C(COc1ncnc2ccccc12)c1ccc(Cl)cc1	-165	-1	-27	-101	-17	-230	8	4	-24	1.8	-5
O=C(CN1CCN(Cc2ccc(F)cc2)CC1)NCCc1ccccc1	11	-2	6	-1	-1	8	-1	-2	10	-0.2	-7
CC(=O)Nc1c(O)nc(SCC(=O)Nc2sc3c(c2C#N)CCCCCC3)[nH]c1=O	-20	-1	-8	-3	2	10	-2	-3	7	-1.6	-9
COc1ccc(C(=O)NCC(C)NC(=O)c2ccc(OC)c(OC)c2)cc1OC (stereo unspecified)	7	1	3	-12	-3	16	3	-2	1	0.5	-4
